High-throughput results as filed in PubChem.
Dengue inhibitors: antivirals protecting cells from dengue CPE – CPE readout, HTS (AID 540333); CPE inhibition, % at 20 µM; 3.1% of 10,000 active; Dengue virus CPE inhibition in host cells; hits give high values; in the data active means CPE inhibition mostly above about 9.1%, no sharp cut-off; inactive means mostly below about 7.2%
* marks the source's active call; other numbers are inactive results; i = inactive.

SMILES	Dengue inhibitors
Cc1c(O)ccc(C(=O)CN2CCN(Cc3ccc4c(c3)OCO4)CC2)c1O	1.7
CN1Cc2cccc3c2C(Cc2ccccc2S3)C1 (centres undefined)	0.7
Cc1cc(C)c2nc3nc(C)cc(C)c3c(N)c2c1	i
CCOC(=O)c1sc(NC(=O)CSc2n[nH]c(CC(C)C)n2)nc1C	0.3
Cc1cc(NC(=O)CSCC(=O)N(c2cccc(Cl)c2)C(C(=O)NC2CCCCC2)c2ccc(O)c(O)c2)no1 (centres undefined)	i
CC(=O)Nc1cc(ON=C(C)C)cc([N+](=O)[O-])c1	0.5
COc1cc(C)ccc1OCCCOc1c(Cl)cccc1Cl	1.5
Cc1ccc(-c2cc3nc(-c4ccc(Br)cc4)cc(N)n3n2)cc1	8.6
CC(=O)NC(Cc1ccccc1)C(=O)OCC(=O)c1ccc(Br)cc1 (centres undefined)	i
CC(c1ccccc1)n1c(SCC(=O)N2CC(=O)Nc3ccccc32)nc2ccccc2c1=O (centres undefined)	12
CCNc1nc(Cl)nc(NNC(=O)C(C)Oc2ccccc2)n1 (centres undefined)	0.0
N#CCCn1nc(-c2ccc([N+](=O)[O-])cc2)cc1Nc1ccccc1NC(=O)C(F)(F)F	2.5
CCOC(=O)c1c(NC(=O)C2C3C=CC(C3)C2C(=O)O)sc2c1CCC(C)C2 (centres undefined)	1.5
C=C(C)Cn1c(SCC(=O)N/N=C/c2ccccc2)nc2ccccc2c1=O	i
CCCCN(CC)C(=O)Cn1cnc2ccc(S(=O)(=O)N3CCC(C)CC3)cc2c1=O	i
CCC(CC)=C(C#N)C(=O)NC1CCCCC1	0.4
Cc1ccc(NC(=O)c2ccccc2NC(=O)CCC(=O)O)cc1	0.7
O=C1c2cccc3cccc(c23)C(=O)N1CCN1CCN(CC(O)COCc2ccc(Cl)cc2)CC1 (centres undefined)	i
COc1ccc(CSc2n[nH]c(C)n2)cc1[N+](=O)[O-]	0.3
COc1ccc(-c2cc(C(F)(F)F)c3c(n2)sc2c(O)cc(=O)[nH]c23)c(OC)c1	0.8
CC(C)(C)c1nnc(SCC(=O)c2ccccc2)n(N)c1=O	i
CN(C)S(=O)(=O)c1ccc(Cl)c(NC(=O)c2ccncc2)c1	1.2
CC1(C)CC(=O)CC(=O)/C1=N\Nc1c(Cl)cc(Cl)cc1Cl	0.8
CCS(=O)(=O)n1c(Cc2cccs2)nc2ccccc21	0.3
Cc1cc(NC(=O)/C=C/c2ccc(Cl)cc2)no1	i
Cc1cc(C)c2[nH]c(=O)c(CN(Cc3cccs3)C(=S)NCC3CCCO3)cc2c1 (centres undefined)	2.9
O=C(COC(=O)c1ccc(-c2ccccc2)cc1)Nc1ccccc1-c1ccccc1	1.9
CCc1cc(-c2n[nH]c(=S)n2CC)cs1	i
O=C(N/N=C/c1cc(Cl)cc([N+](=O)[O-])c1O)NC12CC3CC(CC(C3)C1)C2	16*
O=C(N/N=C/c1ccc(OC(=O)c2ccccc2)c([N+](=O)[O-])c1)c1ccc(O)cc1	0.1

Single values from the results shown.
Dengue inhibitors, CC1(C)CC(=O)CC(=O)/C1=N\Nc1c(Cl)cc(Cl)cc1Cl = 0.8
Dengue inhibitors, O=C(N/N=C/c1cc(Cl)cc([N+](=O)[O-])c1O)NC12CC3CC(CC(C3)C1)C2 = 16*
Dengue inhibitors, Cc1cc(C)c2[nH]c(=O)c(CN(Cc3cccs3)C(=S)NCC3CCCO3)cc2c1 (centres undefined) = 2.9
Dengue inhibitors, O=C(N/N=C/c1ccc(OC(=O)c2ccccc2)c([N+](=O)[O-])c1)c1ccc(O)cc1 = 0.1

The list goes on.
SMILES	Dengue inhibitors
CCN(C=NC1=NN(c2cccc(C(F)(F)F)c2)CC1)CC	i
O=C(CN1CCN(Cc2ccccc2)CC1)N/N=C/C=C/c1ccco1	0.3
CCOc1ccc2c(c1)c(N=Nc1cccc(C(=O)O)c1)c(O)n2C	1.4
CC(C)NC(=S)N1CCN(S(C)(=O)=O)CC1	i
Cc1ccc(C(=O)NCC(=O)OCC(=O)N2CCCc3ccccc32)cc1	0.3
COc1cccc(C2=CC(=O)C[C@H](c3ccc(F)cc3)C2)c1	0.2
O=C(CCCCCBr)N1CCC(CC2CC(c3ccc(Cl)cc3)=NO2)(C(=O)NCC2CCCCC2)CC1 (centres undefined)	4.3
COc1cc(/C=N/Nc2ccc(Cl)cc2)ccc1OC(=O)c1cccs1	0.8
CCCCN(Cc1ccccc1)C(=O)C1CCN(Cc2sccc2C)CC1	i
CCOc1ccc(NC(=O)CNC(=O)COc2ccccc2)cc1	0.4

A second format for two compounds above.
molecule | Dengue inhibitors
CCN(C=NC1=NN(c2cccc(C(F)(F)F)c2)CC1)CC | i
O=C(CN1CCN(Cc2ccccc2)CC1)N/N=C/C=C/c1ccco1 | 0.3

(cont.)
SMILES	Dengue inhibitors
COC(=O)C1=C(C)N(Cc2ccccc2)C(=NCC2CC2)N[C@H]1c1ccccc1	i
CC(CN(C)Cc1ccccc1)OC(=O)c1ccc(F)cc1 (centres undefined)	i
Cc1nn(Cc2ccccc2)c(Cl)c1/C=N/NC(=O)CNc1cccc(C(F)(F)F)c1	i
COc1ccc(/C=N/NC(=O)c2ccc(CSc3nc(C)cc(C)n3)cc2)c(OC)c1OC	i
CCOC(=O)c1cnc2ccc(OCC)cc2c1NCc1cccnc1	1.5
COc1cc(C2NC(=S)NC(C)=C2C(=O)c2ccccc2)ccc1O (centres undefined)	3.2
Cc1ccc(Oc2nc3ccccn3c(=O)c2/C=C(\C#N)C(=O)Nc2c(C)n(C)n(-c3ccccc3)c2=O)c(C)c1	0.9
O=C(NCCc1ccccc1)c1ccc(-c2ccccc2Cl)o1	1.9
O=C(CSc1ccc2nnc(-c3ccccc3)n2n1)N1CCCc2ccccc21	i
Cn1ncc(Br)c1C(=O)N1CCN(C(=O)c2ccco2)CC1	i
COc1ccc2c(c1)SCC/C2=C\CN1C(=O)CCC1=O	0.5
Cc1ccc(-n2nnnc2Sc2ccc(S(=O)(=O)NCCN(C)C)cc2[N+](=O)[O-])cc1	i
CC(C)(/C=N/NC(=O)CSCc1ccccc1Cl)CCC#N	0.0
CC[C@H](C)[C@@H](CN[C@H](C)CNC)NCCC(c1ccccc1)c1ccccc1	i
CS(=O)(=O)Nc1nnc(SCC(=O)N(c2ccccc2)c2ccccc2)s1	i
CCCCNS(=O)(=O)c1ccc(NC(=O)C(Sc2ccccc2)c2ccccc2)cc1 (centres undefined)	i
CCN(CC)S(=O)(=O)c1cc(NC(=O)COc2ccc(C#N)cc2OC)ccc1C	i
CC(C)N(CC(N)=O)C(=O)Cc1coc2cc3c(cc12)CCC3	0.5
C#CCNC(=O)C1=C[C@@H](c2ccccc2)C[C@@H](OCCCCO)O1	0.7
CN(C)c1ccc(C(=O)OCC(=O)c2cccs2)cc1	0.6

The last 5 compounds of the part before are carried over, then new ones follow:
SMILES	Dengue inhibitors
CCCCNS(=O)(=O)c1ccc(NC(=O)C(Sc2ccccc2)c2ccccc2)cc1 (centres undefined)	i
CCN(CC)S(=O)(=O)c1cc(NC(=O)COc2ccc(C#N)cc2OC)ccc1C	i
CC(C)N(CC(N)=O)C(=O)Cc1coc2cc3c(cc12)CCC3	0.5
C#CCNC(=O)C1=C[C@@H](c2ccccc2)C[C@@H](OCCCCO)O1	0.7
CN(C)c1ccc(C(=O)OCC(=O)c2cccs2)cc1	0.6
Cc1cccc(NC(=S)Nc2ccc(N3CCOCC3)cc2)c1C	i
O=C(/C=C1\SC(=O)N(CC(=O)Nc2ccc(Cl)cc2)C1=O)Nc1ccc(F)cc1	0.9
Cc1nnc(SCC(=O)NC(C)(C)C)n1C1CCCCC1	i
CCc1ccc(CN(C)CC(=O)Nc2ccccc2[N+](=O)[O-])cc1	5.3
CC(C)(C)c1ccc(S(=O)(=O)N2CCSC2)cc1	0.0
O=C(NCc1nnc(SCc2ccccc2)n1-c1ccc(F)cc1)C12CC3CC(CC(C3)C1)C2	16*
COC(=O)c1ccc(C(C(=O)NC2CCCCC2)N(Cc2ccc(F)cc2)C(=O)Cc2cccs2)cc1 (centres undefined)	1.9
Cc1cccc(/C=N/Nc2cc(N3CCOCC3)nc(N3CCOCC3)n2)c1	i
C=CCC[C@H](Cc1ccc(F)cc1)C(=O)OC[C@@H](Cc1c[nH]c2ccccc12)NC(=O)[C@@H](CC=C)CC(=O)N(CCO)Cc1ccccc1	i
CCOc1ccccc1-c1nc2c(s1)CCc1onc(-c3ccc(OC)cc3)c1-2	2.6
O=C(/C=C/c1ccc(Cl)cc1)NCc1cccs1	0.5
COc1ccccc1NC(=O)c1ccc(NC(=O)c2cc3c(s2)CCC3)cc1	1.9
Cc1ccccc1-c1nnc(Cc2ccccc2)o1	1.1
COCCN1C(=O)N[C@@H](c2cccc(C(F)(F)F)c2)[C@H](C(C)=O)[C@H]1C	0.3
CCOc1ccccc1NC(=O)C(OC(=O)c1ccc(O)cc1)c1ccccc1 (centres undefined)	1.7
O=S1(=O)CC2N=C(N(Cc3ccc(F)cc3Cl)c3ccccc3F)SC2C1 (centres undefined)	1.5
CCCCOC(=O)c1ccc(NC(c2ccc(C)cc2)P(=O)(OC)OC)cc1 (centres undefined)	41*
COC(=O)c1c(S(C)(=O)=O)nc(-c2ccccc2)[nH]c1=O	i
COc1cc(F)c(C2=CC(=O)C[C@H](c3ccc4c(c3)OCO4)C2)cc1F	0.7
CCCCC1=CC2=CC(=O)C(C)(OC(=O)CC)C(=O)C2=CN1C1CCCC1 (centres undefined)	21*
Cn1c(NC(=O)C[n+]2cc(-c3ccccc3)n3c2CCC3)cc(=O)n(C)c1=O	0.2
CCSc1cc(N2CCCC2)nc(-c2ccccc2Cl)n1	i
Cc1ccc(S(=O)(=O)Nc2cc3c(C(=O)Nc4ccccc4)c(C)oc3c3ccccc23)cc1	1.5
CCNS(=O)(=O)c1ccc2nc(NC(=O)/C=C/c3cc(OC)c(OC)c(OC)c3)sc2c1	0.0
Fc1ccc2nc(Nc3nc4cc5c(cc4s3)OCCO5)sc2c1	9.3*
COc1ccccc1N(CC(=O)N/N=C/c1c(O)ccc2ccccc12)S(C)(=O)=O	0.0
O=C(Nc1ccc(S(=O)(=O)N2CCCCC2)cc1)C1CCCN(C(=O)c2ccc(Cl)cc2)C1 (centres undefined)	7.0
CCOC(OCC)c1cn(Cc2ccc(C(=O)c3ccccc3)cc2)nn1	i
CCN1C(=O)N[C@@H](c2ccc(Br)cc2)C(C(C)=O)=C1C	1.2
O=C(NC1CCCc2ccccc21)C1CCN(S(=O)(=O)c2ccccc2F)CC1 (centres undefined)	i
CC(CNC(=O)COc1ccccc1)OC(=O)Nc1ccc(Cl)c(Cl)c1 (centres undefined)	4.9
CN(C)CCCNC(=O)/C(=C\c1ccc(-c2ccc(Br)cc2)o1)NC(=O)c1ccccc1	i
Cc1nn(-c2ccccc2)c(N2CCCC2)c1/C=N/NC(=O)c1ccccc1O	i
COc1ccc(OC)c(NC(=S)N2CCC(C(O)(c3ccccc3)c3ccccc3)CC2)c1	0.1
C/C(=N\NC(=S)NCCc1ccccc1)c1ccc(Cl)cc1	1.6
CN1/C(=C\C(=O)CSc2nncn2C)C(C)(C)c2ccccc21	i
CCN(CC)S(=O)(=O)c1ccc(NS(=O)(=O)c2ccc(O)c([N+](=O)[O-])c2)cc1	0.1
O=S(=O)(NCC1CCCO1)c1ccc(S(=O)(=O)N(Cc2ccc(F)cc2)Cc2ccccn2)cc1 (centres undefined)	0.0
Brc1ccc(OCCOc2cccc3cccnc23)cc1	0.4
CCOC(=O)c1cc(C(=O)n2cc(Cl)cn2)nn1C	i
CCOc1ccc(N(CC(=O)N/N=C/c2ccc(OC(C)C)cc2)S(C)(=O)=O)cc1	i
CC(C)(C)c1nnc(N/N=C/c2ccc(Br)cc2)n(N)c1=O	28*
Cc1ccc2cc(/C=N/NC(=O)c3ccccc3O)c(Cl)nc2c1	0.5
COc1cc(C(=O)Nc2cc(C(F)(F)F)ccc2N2CCOCC2)ccc1O	i
CON1C(=O)C(=O)N(OC)C(C)(C)C1(C)C	i
Cc1ccc(C(=O)Oc2oc(-c3ccccc3)nc2C=Nc2ccc(N(C)C)cc2)cc1	2.9
CC/C(=N\NC(=O)CSc1ncccn1)c1ccc2c(c1)OCCO2	i
[O-]/[N+](=C/c1ccccc1)c1ccccc1	0.0
CCOC(=O)c1c(NC(=O)C2COc3ccccc3O2)sc2c1CC(C)(C)NC2(C)C (centres undefined)	i
O=C(NC(Cc1ccccc1)C(=O)O)/C(=C\c1ccco1)NC(=O)c1ccccc1Br (centres undefined)	0.4

Retrieved one by one from above, 6 records:
SMILES	Dengue inhibitors
CC(C)(C)c1nnc(N/N=C/c2ccc(Br)cc2)n(N)c1=O	28*
CON1C(=O)C(=O)N(OC)C(C)(C)C1(C)C	i
COc1cc(C(=O)Nc2cc(C(F)(F)F)ccc2N2CCOCC2)ccc1O	i
CCOc1ccc(N(CC(=O)N/N=C/c2ccc(OC(C)C)cc2)S(C)(=O)=O)cc1	i
CC/C(=N\NC(=O)CSc1ncccn1)c1ccc2c(c1)OCCO2	i
O=C(NC(Cc1ccccc1)C(=O)O)/C(=C\c1ccco1)NC(=O)c1ccccc1Br (centres undefined)	0.4

(list continues)
SMILES	Dengue inhibitors
CC(SCc1ccccc1)C(=O)N/N=C/c1ccc(OCC(=O)NCc2ccco2)cc1 (centres undefined)	0.1
N#C/C(=C\c1ccc(N2CCCCC2)c([N+](=O)[O-])c1)c1nn(-c2ccccc2)c(N)c1C#N	i
COc1cc(/C=N\NC(=O)c2ccc(Cn3cc(Br)c([N+](=O)[O-])n3)o2)cc(OC)c1O	i
COCCCNC(=O)/C(C#N)=C/c1ccc(OCC(=O)O)c(OC)c1	0.1
O=C1[C@@H]2[C@@H]3C[C@@H]([C@H]4ON=C(c5ccc(OCc6ccccc6)cc5)[C@@H]34)[C@@H]2C(=O)N1c1ccc2c(c1)OCO2	0.8
O=C1N(c2ccc(Cl)cc2)C(c2ccc(Cl)cc2)N2CCCN12 (centres undefined)	1.7
COc1ccc2[nH]c3c(Cl)ncnc3c2c1	0.2
CCN(CC)C(=O)CN(c1cc(Cl)ccc1OC)S(=O)(=O)c1ccc(C)c([N+](=O)[O-])c1	2.9
Cc1ccc(Sc2ccncc2S(N)(=O)=O)cc1	i
Cc1cccc(C)c1Nc1nnc(SCC(=O)c2ccc(Br)s2)s1	2.3
Cn1cnc(C(=O)N2CCN(C(=O)OC(C)(C)C)CC2)c1C(=O)N1CCN(C(=O)OC(C)(C)C)CC1	1.2
O=C(Nc1nc2nccc(-c3ccccc3)n2n1)c1ccc(F)cc1	0.2

Some of the compounds tested; rates above refer to the full screens.
